High-throughput results from PubChem BioAssay.
NCI-60 one-dose screen, 48 h, at 10 µM unless noted. Numbers give growth in % (100 = growth as untreated, 0 = no growth, -100 = all killed).
RPMI-8226 – RPMI-8226 leukemia cells; AID 1794781; 77,000 tested, 7.5% active
K-562 – K-562 leukemia. 78,000 tested, 7.4% active. AID 1794777
MOLT-4 – MOLT-4 leukemia cells; 80,000 tested, 6.9% active
SR – SR leukemia cells | 73,000 tested, 8.7% active
CCRF-CEM – CCRF-CEM leukemia; 77,000 tested, 7% active
MDA-MB-231 – MDA-MB-231 breast cancer; 81,000 tested, 5% active; AID 1794789
MDA-MB-468 – MDA-MB-468 breast cancer. 78,000 tested, 8.5% active. AID 2202374
MDA-MB-435 – MDA-MB-435 melanoma; 82,000 tested, 7.8% active; AID 1794794
Numbers without * were called inactive; · = no result given; [ ] = dose if it differs, or a comment. Rule for the calls: active = growth percent below 10; inactive = the rest. Outcome played no part in choosing rows (roughly 16% active in at least one column).

structure	K-562	MDA-MB-231	MOLT-4	MDA-MB-435	RPMI-8226	MDA-MB-468	CCRF-CEM	SR
CC(C)C(=O)OC(c1cc2c(cc1Br)OCO2)C(C)Br (configuration not stated)	105	108	106	104	105	108	103	·
COc1ccc(-c2cc(=O)oc3cc(O)ccc23)cc1	88	86	97	100	75	92	105	99
O=S(=O)(c1ccc(Br)cc1)c1nc(-c2ccccc2)oc1NCCCn1ccnc1	86	63	80	105	68	73	85	81
O=C(Cn1cc(CN2C(=O)c3ccc([N+](=O)[O-])cc3C2=O)nn1)Nc1ccc(F)cc1	95	100	111	106	101	109	107	·
CCNS(=O)(=O)c1ccccc1	126	108	163	98	113	·	102	107
Nc1n[nH]c2ccc([C@@H]3Nc4ccc5[nH]ncc5c4[C@H]4[C@H]5CCC(C5)[C@H]43)cc12	9.6*	12	18	-7.5*	17	28	17	·
Cc1c2ccccc2nc(CSC#N)[n+]1[O-]	90	94	102	108	112	100	104	97
CC/C(Cc1ccccc1)=C(/c1ccc(O)cc1)c1ccc(OCCN2CCCCCC2)cc1	77	104	98	103	101	99	98	86
O=C(Nc1ccc(C(F)(F)F)cc1)Nc1ccc(F)c(C(=O)c2c[nH]c3ncccc23)c1F	17	48	82	87	·	64	79	83
CCN(c1ccccc1)S(=O)(=O)c1ccccc1N	·	94	101	105	88	103	87	90
Nc1c(-c2nc3ccccc3[nH]2)nnn1-c1cccc(C(F)(F)F)c1	84	95	85	96	77	83	89	50
COc1cc(C2Cc3nc4ccccc4n3C2)cc2c1OCO2 (configuration not stated)	83	81	76	90	64	69	88	59
COc1ccc(-c2cc(C#N)c(N)o2)cc1	104	85	87	99	95	92	90	95
O=C(Nc1ccc(F)cc1)ON=C1CCCCC1	80[100 µM]	101[100 µM]	95[100 µM]	98[100 µM]	94[100 µM]	105[100 µM]	97[100 µM]	85[100 µM]
COc1ccc(CCNC(=O)COc2cc3c(Nc4ccc(F)c(Cl)c4)ncnc3cc2OC)cc1OC	112	94	93	97	90	-10*	100	82
COc1cccc(-n2cc(C#N)c(N)c2C(=O)c2ccc(Cl)cc2)c1	98	93	93	91	85	74	98	87
Cn1c(=O)c2c(n(C)c1=O)n(C)c(=O)n2C	93	105	95	115	·	90	·	100
CC(=O)N(C(C)=O)c1ncn(C)c1S(=O)(=O)Nc1ccccc1	108	98	99	108	108	103	95	108
O=C1Nc2ccc(F)cc2/C1=C\c1nc(-c2ccccc2F)n2ccccc12	102	99	81	101	97	69	71	67
O=C1CCCN1C1CCN(Cc2cc3ccccc3[nH]c2=O)c2ccc(Cl)cc21 (configuration not stated)	·	79	56	91	92	86	79	66
CCOC(=O)c1cc2ccccc2oc1=O	108	102	110	99	101	103	97	101
SCc1ccc(Cl)cc1Cl	90	96	70	102	104	101	101	·
COc1cccc2nc3n(c12)C(c1c(F)cccc1Cl)SC3 (configuration not stated)	94	98	60	100	72	84	89	·
CC(/C=N/N=C(N)N)=N\NC(N)=S	52	73	73	63	71	·	72	44
COc1ccc(-c2nc(NN3C(=O)C4C=CC=CC4C(=O)OC3c3ccc(OC)c(O)c3)[nH]c(=O)c2Br)cc1 (configuration not stated)	93	106	100	100	109	109	112	97
N#Cc1oc(-c2ccccc2)nc1CN1CCC(C2(C(F)(F)F)N=N2)CC1	96	92	113	100	99	95	102	100
Oc1[nH]c2ccccc2c1/C=c1/cc2c(c(-c3ccc(C(F)(F)F)cc3)n1)=Nc1ccccc1-2	23	46	30	4.2*	12	22	·	4.6*
O=C(O)/C=C/c1c2ccccc2cc2ccccc12	110	100	90	105	94	102	98	88
Cn1c2nc(=O)[nH]nc2c2cc(Br)cc(Br)c21	100	96	102	95	99	112	58	95
C(=C(\C1=NCCN1)n1cnc2ccccc21)/c1ccc2ccccc2c1	25	62	67	26	67	26	63	43
O=C(O)c1cc([N+](=O)[O-])ccc1Br	100	101	100	98	99	97	105	112
COC1=C[C@@]23CCC(=O)N2CCc2cc4c(cc2[C@H]3[C@H]1OC(=O)C(C)(C)O)OCO4	107	95	87	98	92	91	99	96

Full records, looked up by structure.
Record of Oc1[nH]c2ccccc2c1/C=c1/cc2c(c(-c3ccc(C(F)(F)F)cc3)n1)=Nc1ccccc1-2 : K-562 = 23; MDA-MB-231 = 46; MOLT-4 = 30; MDA-MB-435 = 4.2*; RPMI-8226 = 12; MDA-MB-468 = 22; CCRF-CEM = ·; SR = 4.6*
Record of COc1ccc(-c2nc(NN3C(=O)C4C=CC=CC4C(=O)OC3c3ccc(OC)c(O)c3)[nH]c(=O)c2Br)cc1 (configuration not stated) : K-562 = 93; MDA-MB-231 = 106; MOLT-4 = 100; MDA-MB-435 = 100; RPMI-8226 = 109; MDA-MB-468 = 109; CCRF-CEM = 112; SR = 97

Additional results.
structure	K-562	MDA-MB-231	MOLT-4	MDA-MB-435	RPMI-8226	MDA-MB-468	CCRF-CEM	SR
COc1cccc(NC(=O)c2cccc(C3CCc4c(cc(OC)c(OC)c4OC)O3)c2)c1 (configuration not stated)	36	32	7.7*	80	28	72	22	36
C=C(C)COC(=O)c1ccccc1	117	107	102	96	99	106	97	·
Cc1nc(Cl)c(C)c(=O)[nH]1	105	111	103	106	100	105	100	97
COc1cc(C(=O)NN=C(C)C)cc(OC)c1OC	103	119	·	92	104	126	91	105
O=C(NS(=O)(=O)c1ccc2ccccc2c1)n1cc(-c2ccncc2)c(-c2ccc(Cl)c(O)c2)n1	86	50	79	52	60	78	74	62
CSC(=S)Nc1ccccc1C	97	107	101	107	102	97	99	95
CCOC(=O)COCC(=O)OCC	115	101	108	107	106	115	116	86
O=c1c2cc(Cl)ccc2nc(SCc2ccccc2)n1-c1ccc(Cl)cc1	87	86	72	94	95	96	78	86
O=S(=O)(Oc1ccc(-c2ccc3sccc3c2)cc1)c1ccc(F)cc1	79	108	89	93	96	87	86	86
CCCCC(=O)c1ccco1	104	99	102	99	85	95	92	98
Cc1ccc(C(=O)c2ccc(CC(=O)NN3C(=O)c4ccccc4C3=O)n2C)cc1	91	94	100	100	100	93	110	110
NC1=NC(c2ccc(O)cc2)c2c(n[nH]c2N)N1 (configuration not stated)	·	59	·	89	89	114	74	·
CNC(=O)c1nc(-c2ccc(OC)c(OC)c2)n(-c2ccc(OC)cc2)n1	101	114	92	109	95	93	98	82
CC[C@H](Nc1nc(N)nc(C(F)(F)F)c1C#N)c1nc2cccc(NCc3ccc(C(=O)NO)cc3)c2c(=O)n1-c1ccccc1	105	91	105	100	105	96	79	109
O=C(NNc1nc2ccccc2nc1/C=C/c1ccccc1O)Nc1cccc(Cl)c1	71	69	59	81	55	55	62	53
NS(=O)(=O)Oc1ccc(NC(=O)C2CCCCC2)cc1	106	99	99	107	101	101	·	82
COc1cc(/C=C(\C)c2ccc3c(c2)OCO3)cc(OC)c1OC	92	87	76	93	85	86	90	71
Cc1ccc(S(=O)(=O)Oc2ccc(Br)cc2Br)cc1	18	85	47	-46*	73	24	48	22
COc1ccc(Oc2nc(Nc3ccc(N4CCCCC4)nc3)ncc2NC(N)=O)cc1	93	98	116	99	87	76	88	96
CCC[CH2][Sn]1([CH2]CCC)[O]C2C(CO)OC(n3ccc(N)nc3=O)C2[O]1 (configuration not stated)	-18*	-69*	-27*	-75*	-29*	-83*	-31*	-31*
CC(C)(C)[Si](C)(C)OCC1OC(n2cnc3c(N)ncnc32)CC1O (configuration not stated)	110	96	113	98	111	103	108	116
C=CCNc1ccccc1C	91	117	97	101	89	·	100	98
CCCCOC(=O)N1CCN(c2ccccc2)CC1	94	102	97	104	110	101	99	87
O=c1ccn(C2CCCO2)c(=O)[nH]1 (configuration not stated)	105	107	98	103	108	104	97	114
CC(C)n1cc(C(C)(C)C)nc1SSc1nc(C(C)(C)C)cn1C(C)C	105	111	98	123	109	112	107	81
O=C(NNc1nc(NNC(=O)c2ccccc2)nc(N2CCOCC2)n1)c1ccccc1	106	104	109	103	109	115	106	98
NC(=O)c1cccc(-n2ccc3cc(NC(=O)Nc4ccc(N5CCOCC5)c(C(F)(F)F)c4)ccc32)n1	-23*	16	-39*	11	-31*	0.8*	1.2*	-23*
CCC12CCC3c4ccc(O)cc4CCC3C1CC(O)C2O (configuration not stated)	24	·	69	-2.4*	89	58	85	19
O=C(O)c1ccc(-c2nn(-c3ccc(C(=O)O)cc3)cc2CNc2cccc(Br)c2)cc1	101	107	118	107	114	104	115	114
CCOc1ccc(NC(=O)/C=C(C)/C=C/C=C(C)/C=C/C2=C(C)CCCC2(C)C)cc1	83	80	80	98	56	·	76	·
CC(=O)NC(C(C)=O)C(C)=O	103	114	108	108	106	105	99	107
CC(C(N)=O)N1CCN(c2ccccc2Cl)CC1 (configuration not stated)	105	105	91	110	100	109	109	100
O=C(c1cc2ccccc2o1)c1ccc(Cl)cc1Cl	100	93	99	104	103	97	103	99
CCC(C)C(=O)O[C@H]1C[C@H](O)C=C2C=C[C@H](C)[C@H](CC[C@@H](O)C[C@@H](O)CC(=O)O)C21 (some centres not stated)	·	112	101	111	112	105	117	·
COC1OCC(OS(=O)(=O)c2ccc(C)cc2)C(OC(=O)c2ccccc2)C1OC(=O)c1ccccc1 (configuration not stated)	38	57	49	-5.9*	46	13	·	40
COC(=O)/C=C1\S/C(=N\Nc2ccc([N+](=O)[O-])cc2[N+](=O)[O-])N(c2ccccc2)C1=O	82	105	87	100	97	101	94	·
Nn1c(-c2ccccc2)nc2c(-c3ccc(Cl)cc3)nc3ccc(Cl)cc3c2c1=O	77	96	94	93	102	·	68	67
CCN(CC)CC(Cc1ccccc1)OC(=O)c1ccc([N+](=O)[O-])cc1 (configuration not stated)	107	111	99	93	115	130	119	88
CC(C)(C)c1ccc(C(=O)N2CCOC23CCCCC3)cc1	77	88	77	90	89	92	94	103
Cc1nc2ccccc2c(=O)n1-c1cccc(OCc2cn(-c3cccc(O)c3)nn2)c1	88	78	81	108	72	88	88	86

Compounds shown so far that contain a CF3 group:
structure	K-562	MDA-MB-231	MOLT-4	MDA-MB-435	RPMI-8226	MDA-MB-468	CCRF-CEM	SR
O=C(Nc1ccc(C(F)(F)F)cc1)Nc1ccc(F)c(C(=O)c2c[nH]c3ncccc23)c1F	17	48	82	87	·	64	79	83
Nc1c(-c2nc3ccccc3[nH]2)nnn1-c1cccc(C(F)(F)F)c1	84	95	85	96	77	83	89	50
N#Cc1oc(-c2ccccc2)nc1CN1CCC(C2(C(F)(F)F)N=N2)CC1	96	92	113	100	99	95	102	100
Oc1[nH]c2ccccc2c1/C=c1/cc2c(c(-c3ccc(C(F)(F)F)cc3)n1)=Nc1ccccc1-2	23	46	30	4.2*	12	22	·	4.6*
CC[C@H](Nc1nc(N)nc(C(F)(F)F)c1C#N)c1nc2cccc(NCc3ccc(C(=O)NO)cc3)c2c(=O)n1-c1ccccc1	105	91	105	100	105	96	79	109
NC(=O)c1cccc(-n2ccc3cc(NC(=O)Nc4ccc(N5CCOCC5)c(C(F)(F)F)c4)ccc32)n1	-23*	16	-39*	11	-31*	0.8*	1.2*	-23*

The listing continues:
structure	K-562	MDA-MB-231	MOLT-4	MDA-MB-435	RPMI-8226	MDA-MB-468	CCRF-CEM	SR
CCCNC(=O)c1c(NC(=O)C23CC4CC(CC(C4)C2)C3)sc2c1CCCC2	87	96	107	98	88	·	88	87
COc1ccc(CNNC(=O)c2ncc[nH]2)c(OC)c1OC	90	109	89	106	113	102	114	122
O=C(NCCN(CCNC(=O)C(=O)c1c[nH]c2ccccc12)CCNC(=O)C(=O)c1c[nH]c2ccccc12)C(=O)c1cc2ccccc2[nH]1	55	99	68	110	33	·	53	70
COc1ccc(-n2nc(C)c3c(Nc4ccc(NC(=O)Nc5c(Cl)cccc5Cl)cc4)ncnc32)cc1	79	31	82	49	51	28	84	32
